rCAG RNA binder = binders of r(CAG) RNA repeats, primary screen, biochemical, fluorescence | r(CAG) RNA repeat, TO-PRO-1 dye displacement fluorescence | inhibition, % at 3 µM | hit rate 1.3% among 370,000 | AID 651821, 2012;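 active means inhibition above the plate cutoff, the mean of all test compounds on that plate plus 3 SD, cut at about 35% in these data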;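 further: 0% = DMSO alone and 100% = 100 µM mitoxantrone as full dye displacement; higher means more dye released from RNA so lower well fluorescence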
LEDGF integ inh = blockers of LEDGF/p75-dependent integrase strand transfer – biochemical, TR-FRET, high throughput, primary screen; HIV-1 integrase (with human LEDGF/p75); TR-FRET IN-LEDGF/p75 DNA integration, Eu/Cy5; inhibition, % at 3.7 µM; hit rate 0.64% among 370,000; AID 743269, 2014;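 active means inhibition above the screen-wide mean plus 3 SD, cut at about 13% in these data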;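 further: signal is the Cy5 over europium emission ratio at 671 and 618 nm; 0% = plate median of compound wells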
TDP2 inh = human TDP2 enzyme inhibitors, primary screen, biochemical, epi absorbance, recombinant enzyme; T5PNP hydrolysis, p-nitrophenol absorbance 415 nm; inhibition, % at 12.8 µM; hit rate 0.34% among 370,000; Tyrosyl-DNA phosphodiesterase 2 (Homo sapiens), O95551;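 active means inhibition above the mean of all tested compounds plus 3 SD, set per campaign, cut at about 25% in these data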;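 further: 0% = DMSO with enzyme and 100% = buffer with substrate but no TDP2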
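System – recombinant human TDP2 · Amount – 120 nM TDP2 per well · Buffer or medium – Mg2+-containing Tris-HCl buffer, pH 7.5 · Reagent – T5PNP substrate, 5 mM · Dosing – 12.8 µM single point, 1% DMSO · Incubation – 2 h at 37 °C · Measured by – epi absorbance · Read-out basis – percent inhibition · Benchmarks – high control without enzyme, low control DMSO plus TDP2 · Repeats – singlicate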
ABHD4 inh = ABHD4 inhibitors, primary screen, biochemical, fluorescence polarization, mouse. purified mABHD4, FP-Rh probe fluorescence polarization. inhibition, % at 8.92 µM. hit rate 0.54% among 370,000. AID 720543, 2013;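 active means inhibition exceeding the mean over every tested compound plus 3 SD, cut at about 30% in these data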;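 further: 0% = plate median of compound wells and 100% = S159A mutant with DMSO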
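Test system: mABHD4 protein | Buffer or medium: HEPES pH 7.0 buffer, 150 mM NaCl, 0.01% Pluronic F-127 | Probe or stimulus: FP-Rh fluorescent activity-based probe, added after compound pre-incubation | Timing: Pre-incubation 45 min, probe exposure 60 min, at 25 °C | Technique: Fluorescence polarization, excitation 525 nm, emission 598 nm, BODIPY TMR filters | Repeats: Single well per compound (singlicate)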
NR1D1 modulator = modulators of Rev-erb alpha DNA binding, primary screen, biochemical, FITC-DNA, fluorescence polarization, uHTS. Nuclear receptor subfamily 1 group D member 1 (Homo sapiens), P20393. Rev-erbα–FITC-DNA binding, 90 min. activity, % at 10 µM. hit rate 0.79% among 370,000. AID 1259318, 2017;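 active means activity above about 14%, limit read from the data; passing the limit was not always enough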;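 further: 0% = DMSO wells with 35 nM protein and 100% = DMSO wells with 750 nM protein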
Target sequence (P20393 whole entry, looked up): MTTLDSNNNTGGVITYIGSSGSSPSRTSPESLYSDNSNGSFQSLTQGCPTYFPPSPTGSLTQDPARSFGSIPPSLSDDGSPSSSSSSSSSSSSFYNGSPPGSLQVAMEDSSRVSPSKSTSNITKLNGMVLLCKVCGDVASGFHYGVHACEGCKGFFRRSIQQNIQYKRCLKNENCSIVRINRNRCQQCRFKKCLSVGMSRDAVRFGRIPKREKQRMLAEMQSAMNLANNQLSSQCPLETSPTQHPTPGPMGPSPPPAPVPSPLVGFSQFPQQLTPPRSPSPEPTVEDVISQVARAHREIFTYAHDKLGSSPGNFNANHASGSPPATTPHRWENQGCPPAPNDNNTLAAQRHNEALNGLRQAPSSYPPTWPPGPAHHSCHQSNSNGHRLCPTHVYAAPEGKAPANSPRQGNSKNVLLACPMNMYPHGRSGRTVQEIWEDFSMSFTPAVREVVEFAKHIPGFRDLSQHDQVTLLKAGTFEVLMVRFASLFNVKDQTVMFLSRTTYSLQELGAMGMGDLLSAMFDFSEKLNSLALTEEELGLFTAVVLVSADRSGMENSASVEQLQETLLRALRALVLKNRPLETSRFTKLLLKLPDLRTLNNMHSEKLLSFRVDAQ
PG9 binder = binders of HIV-1 gp120 antibody PG9, primary screen, biochemical, TR-FRET; HIV-1 gp120 / PG9 antibody interaction; AID 624416, 2012; hit rate 0.43% among 360,000; inhibition, % at 6.7 µM; TR-FRET gp120-PG9 antibody binding; in the data active means inhibition above about 8.5%
PRMT1 inh = PRMT1 methyltransferase inhibitors, primary screen, biochemical, fluorescence polarization; hit rate 1.3% among 370,000; recombinant PRMT1, activity-based probe fluorescence polarization; inhibition, % at 2.79 µM; Protein arginine N-methyltransferase 1 (Homo sapiens), Q99873;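 active means inhibition above about 21% made by adding two undisclosed values, limit read from the data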
HTRA1 inhibitor = HTRA1 serine protease inhibitors, primary screen, biochemical, fluorescence polarization, HTS; Q92743; recombinant HTRA1, FP-rhodamine activity-based probe; inhibition, % at 5.96 µM; hit rate 0.5% among 340,000; in the data active means inhibition above about 36%;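 further: 0% = enzyme with DMSO and 100% = wells lacking enzyme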
Target sequence (Q92743 whole entry, looked up): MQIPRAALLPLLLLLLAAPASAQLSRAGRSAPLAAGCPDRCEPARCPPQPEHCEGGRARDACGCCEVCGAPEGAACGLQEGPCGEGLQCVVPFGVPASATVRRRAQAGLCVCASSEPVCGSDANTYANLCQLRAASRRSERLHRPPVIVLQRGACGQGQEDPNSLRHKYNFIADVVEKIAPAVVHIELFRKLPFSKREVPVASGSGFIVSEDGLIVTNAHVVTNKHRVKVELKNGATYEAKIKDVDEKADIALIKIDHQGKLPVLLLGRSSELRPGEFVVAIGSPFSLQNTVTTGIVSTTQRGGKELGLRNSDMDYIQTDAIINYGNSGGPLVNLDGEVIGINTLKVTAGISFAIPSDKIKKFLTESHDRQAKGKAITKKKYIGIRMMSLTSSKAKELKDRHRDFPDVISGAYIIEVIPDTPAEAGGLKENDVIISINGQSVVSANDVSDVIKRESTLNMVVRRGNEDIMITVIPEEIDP
TCR-CD3 inh = inhibitors of human TCR-CD3 interaction, primary screen, biochemical, fluorescence, TAMRA-labeled TCR probe. inhibition, % at 9.4 µM. hit rate 0.37% among 360,000. T-cell receptor (TCR); in the data active means inhibition above about 19%;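 further: recombinant mutant TCR 2C K166C tagged with TAMRA read by polarization; 0% = receptor in buffer alone and 100% = receptor with positive control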
SIAE inh = human SIAE inhibitors, primary screen, biochemical, fluorescence polarization, FP-Rh probe, 1536-well HTS; Sialate O-acetylesterase (Homo sapiens), Q9HAT2; SIAE FP-Rh probe binding; inhibition, % at 9.66 µM; hit rate 0.69% among 370,000;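 active means inhibition above a cutoff: mean of compounds within the control limits plus 3 SD of those, cut at about 17% in these data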;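 further: 0% = plate median of compound wells and 100% = probe without SIAE protein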
* hit, by the source's call; nt = no result given.

SMILES	rCAG RNA binder	LEDGF integ inh	TDP2 inh	ABHD4 inh	NR1D1 modulator	PG9 binder	PRMT1 inh	HTRA1 inhibitor	TCR-CD3 inh	SIAE inh
O=C1/C(=C\c2ccc([N+](=O)[O-])cc2)CS(=O)(=O)C/C1=C/c1ccc([N+](=O)[O-])cc1	19	1	-5	5	-11	-0.3	5	-7	7	-4
O=C1NC[C@H](CCCCN2C[C@@H](Cc3ccccc3)N(Cc3ccccc3)C(=O)C2=O)N(CCC2CCCCC2)C1=O	1	1	6	2	-2	0.3	0	nt	3	1
CC(C)Oc1cccc(C(=O)C2CCCN(Cc3cnn(C(C)C)c3)C2)c1 (configuration not stated)	-8	1	-9	1	-2	-3.8	-1	-8	4	-5
O=C(COC(=O)c1cccc(OC(F)F)c1)NCC1CCCO1 (configuration not stated)	-1	-2	1	6	-8	0.6	2	1	-1	2
Cc1ccc(-n2c(Cc3cccn3C)nnc2SCC(=O)NCc2ccco2)cc1	-1	2	-6	-1	-5	0.5	-1	1	8	0
O=C(OCc1nnc(-c2ccccc2)o1)c1cc(Cl)ccc1[N+](=O)[O-]	-5	-5	6	1	8	1.4	3	3	-4	6
Cc1ccc(CSc2nnc(CS(=O)Cc3ccc(Cl)cc3Cl)n2C)cc1 (configuration not stated)	-2	2	-3	7	-7	0.1	0	-2	3	4
C=CCn1c(Br)nc2c1c(=O)[nH]c(=O)n2C	-1	1	7	-3	3	-0.5	-1	3	-2	-5
COc1ccc(-c2cc(C(=O)Nc3cccnc3)c3ccccc3n2)cc1OC	5	3	-1	-12	4	-2.3	-3	-13	-9	-7
Cc1ccc(OCC(=O)Nc2ccc(S(=O)(=O)Nc3cc(C)nc(C)n3)cc2)c(C)c1	17	3	-5	-2	6	-0.4	1	2	3	-6
Cc1ccc(S(=O)(=O)N2CCC(C(=O)Nc3ccccc3N3CCCC3)CC2)cc1	2	1	-2	-8	-2	-3.6	-1	-6	1	3
COc1ccc(C(=O)CC(CC(=O)c2ccc(OC)cc2)C(=O)O)cc1	5	2	9	-1	6	1.6	-4	6	-5	7
Cc1ccc(CNC(=O)CCC(=O)N2CC(C)Sc3ccccc32)cc1 (configuration not stated)	-2	1	-4	0	5	-1.6	1	-7	-8	6
COc1ccc(/C=C(/CC(=O)Nc2ccccc2)c2nc3ccccc3s2)cc1	18	1	-5	-5	-3	-0.4	4	-50	-5	5
Cc1cc(C)c(S(=O)(=O)N(CC(=O)O)CC(=O)O)c(C)c1	1	-6	2	3	0	-1.0	-2	14	4	-1
CCOc1ccc(C(CCc2ccccc2)NC(=O)c2ccccc2)cc1OCC (configuration not stated)	-2	3	1	-3	2	-2.1	-2	-6	7	0
Cc1ccc(S(=O)(=O)/N=S(/C)c2ccccc2)cc1 (configuration not stated)	-3	-4	4	1	-2	-0.6	1	-4	-6	4
O=C(O)c1ccc(N/N=C/c2ccc(C(F)(F)F)cc2)cc1	19	-2	11	11	-2	0.0	9	-6	4	0
COC(=O)c1ccc(NC(=O)COC(=O)c2cccc3c(=O)c(C)c(-c4ccccc4)oc23)cc1	-1	2	5	-8	6	0.6	-1	-13	-4	7
O=C(Cn1nc(C(=O)O)c2ccccc2c1=O)Nc1cc(S(=O)(=O)N2CCCCC2)ccc1Cl	10	-4	1	-3	-3	0.7	3	2	2	-5
N/C(CSc1ncccc1C(F)(F)F)=N\O	3	2	-26	-1	-9	-1.9	-1	7	0	5
COc1ccc(CCn2c(=N)c(C(=O)NCc3ccco3)cc3c(=O)n4cccc(C)c4nc32)cc1	20	2	2	7	-25	1.8	2	-14	4	-3
CC(C)C(=O)Nc1c(-c2ccc(Cl)cc2)c(=O)c2ccccc2n1C	0	1	4	0	-1	1.7	-2	4	1	-4
CCN(Cc1nc2cc(Cl)ccc2c(=O)[nH]1)C(=O)c1ccc(C)c(NC(=O)c2ccco2)c1	4	-2	-1	-6	2	1.3	4	-9	-3	-3
O=C(c1ccccc1)c1ccc(C(=O)N2CCN(c3ccccc3)CC2)cc1	-9	-1	-8	-8	-2	0.5	1	-7	2	8
CC(C)c1ccc(NC(=O)COC(=O)[C@@H]2CCCN2C(=O)c2cccs2)cc1	1	5	-3	4	3	-2.1	-4	-12	9	-2
O=S(=O)(Nc1ccc2c(c1)OCO2)c1ccccc1	-1	1	-2	3	-3	0.5	-3	5	8	-4
O=C(Nc1ccc(F)cc1)NC1CCN(Cc2nnnn2Cc2ccco2)CC1	11	14*	-8	-8	-3	0.9	29*	5	-6	-1
Cc1cc(C(=O)Nc2ccc(N3CCCC3)c(Cl)c2)ccc1[N+](=O)[O-]	4	-2	4	5	3	-2.4	-2	11	2	14
CCOc1ccc(C(=O)Nc2ccc(NC(=O)c3ccco3)c(Cl)c2)cc1Cl	1	-4	9	2	22	4.4	0	1	3	10
CC(C)c1cn(CC[C@@H]2CC[C@@H](NC(=O)C3CCCCC3)[C@@H](CO)O2)nn1	-2	-2	2	1	-7	2.2	2	nt	4	-6
O=C(COc1ccccc1Cl)N(Cc1ccco1)C1CCS(=O)(=O)C1 (configuration not stated)	-1	-1	14	8	4	2.2	-1	-2	3	6
Cc1ccc(SC(CC(=O)c2ccc(C)cc2)C(=O)O)cc1 (configuration not stated)	11	1	8	5	-1	0.9	59*	-3	5	1
COc1ccc2cc3cc(C(=O)N4CCCC(C)C4)oc3nc2c1 (configuration not stated)	-4	-3	4	2	3	-1.8	-1	-11	-2	8
O=C(CSc1nnc(-c2ccccc2)c(-c2ccccc2)n1)N1CCOCC1	2	2	-1	-2	1	0.3	2	-4	6	2
O=S1(=O)C=CCN1Cc1cn(Cc2ccccc2)nn1	0	3	1	-3	-7	nt	-2	nt	nt	2
O=C(NCC(=O)N(c1ccccc1)C(C(=O)NCC1CCCO1)c1ccccc1)c1cccs1 (configuration not stated)	-5	-1	10	-2	-2	-0.1	-3	2	3	5
CCN(CC)CCN1C(=O)C(=O)/C(=C(/O)c2cnn(-c3ccccc3)c2C)C1c1ccc(C)o1 (configuration not stated)	0	0	-3	11	6	-4.1	2	-3	-1	-1
Cc1nnc(NC(=O)c2ccc(S(=O)(=O)N3CC(C)OC(C)C3)cc2)o1 (configuration not stated)	5	-3	8	2	-2	-2.2	0	2	-9	-3
CCc1c(C)[nH]n(-c2nc(-c3cccc([N+](=O)[O-])c3)cs2)c1=O	8	-5	-6	-7	-1	-3.9	0	9	2	-8
Cc1c(S(=O)(=O)N2CCN(c3ccc(F)cc3)CC2)c(=O)n(C)c(=O)n1C	-2	-1	10	-3	10	-2.6	-1	-7	2	2
C/C(=N\N1CCN(Cc2ccccc2Cl)CC1)c1ccc(F)cc1	-2	-2	12	-2	-2	-1.9	-3	2	-4	7
COc1ccc2oc(=O)c(C(=O)Nc3ccccc3O)cc2c1	8	2	-5	-10	-1	-0.2	-2	2	0	-17
C/C(=N\Nc1nccnc1Cl)c1ccc(O)c(C)c1	-3	2	-20	-4	6	0.1	8	17	-5	-10
Cc1cc(NC(=O)C(C)SCC(=O)NCc2ccc(F)cc2)no1 (configuration not stated)	-1	1	5	-3	0	0.2	-6	2	-7	-4
N#Cc1ccc(/C=C2\CCCCn3c2nc2cc(C(=O)O)ccc2c3=O)cc1	10	1	5	-4	-7	-0.2	3	11	9	2
O=S1(=O)C=C(SCCN2CCCC2)c2ccccc21	6	0	5	14	3	-0.9	0	1	5	2
CCOc1ccccc1-c1cc(C(=O)N/N=C/c2ccc(O)c(OC)c2)c2ccccc2n1	12	-8	3	-18	2	-2.1	0	-10	2	-11
Cc1cccc(CN2CCC(C(=O)Nc3cccc(-c4cscn4)c3)CC2)n1	-4	3	22	-2	-4	0.2	-5	-4	5	3
COc1cc(/C=C2\SC(=S)N(CCC(=O)Nc3ccc(O)cc3)C2=O)cc(OC)c1OC	11	-2	-8	-17	-10	-0.9	-4	1	3	4
COc1cc(CN2CCCC(C(=O)Nc3ccccc3Oc3cccnc3)C2)ccc1F (configuration not stated)	-5	1	1	0	10	-1.2	-5	-2	7	3
Cc1nc(SCC(=O)NCC2CCCO2)c2cc(-c3ccccc3)sc2n1 (configuration not stated)	4	0	-9	-6	-4	-2.6	-2	-18	-3	-5
Cc1ccccc1-n1c(C)nnc1SC(C)C(=O)NCC1CCCO1 (configuration not stated)	0	-6	4	-2	-5	-1.0	3	0	-2	3
O=C(/C=C\Nc1ccccc1Br)c1ccc2c(c1)OCO2	8	10	-17	-21	0	1.0	-4	-24	-6	-10
O=c1c2cc([N+](=O)[O-])ccc2nc(CN2CCN(c3ccccn3)CC2)n1-c1ccccc1F	-1	1	-7	-2	1	-0.6	-2	-12	0	-2
Cc1cc(C)c(NC(=O)c2ccccc2C(=O)c2ccccc2)c(C)c1	-6	2	3	-7	7	-0.6	-1	-1	3	1
O=C1NCCNC1c1ccccc1 (configuration not stated)	0	-3	6	4	5	0.4	-1	6	-5	4
COc1ccc(C(c2nnnn2-c2ccc3c(c2)OCCO3)N2CCN(C/C=C/c3ccccc3)CC2)cc1 (configuration not stated)	9	-2	-2	5	0	-1.1	-2	nt	2	3
O=C(NC(NC(=O)c1ccccc1)c1ccccc1)c1ccccc1	-1	-1	7	0	-2	0.5	-1	0	-5	9
CC(C)NC(=O)c1onc(CSc2cccc(F)c2)c1C(=O)O	3	-1	0	9	3	-2.4	-3	3	7	-4
CCCN1C2CCCC1CC(NC(=O)c1cc(OC)cc(OC)c1)C2 (configuration not stated)	-4	0	8	-1	-2	0.3	-1	-2	7	13
CN(C)S(=O)(=O)c1ccc(NC(=O)CN2CCCC2c2ccc3c(c2)OCCCO3)cc1 (configuration not stated)	3	4	-4	-1	-2	0.1	-5	-4	-5	-13

Pulled one by one from above:
SMILES	rCAG RNA binder	LEDGF integ inh	TDP2 inh	ABHD4 inh	NR1D1 modulator	PG9 binder	PRMT1 inh	HTRA1 inhibitor	TCR-CD3 inh	SIAE inh
COc1cc(/C=C2\SC(=S)N(CCC(=O)Nc3ccc(O)cc3)C2=O)cc(OC)c1OC	11	-2	-8	-17	-10	-0.9	-4	1	3	4
Cc1cc(NC(=O)C(C)SCC(=O)NCc2ccc(F)cc2)no1 (configuration not stated)	-1	1	5	-3	0	0.2	-6	2	-7	-4

Screening results from PubChem BioAssay.

These rows are one share of the data, so the mix of outcomes need not match the whole.
